Screening data (PubChem)
UPR CHOP act: apoptotic UPR (CHOP) activation | CHO-CHOP luciferase reporter, luminescence; percent of tunicamycin response over DMSO baseline | activation, % at 10 µM | 0.34% of 330,000 active;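 active = at 10 µM dose, activation of 40% or more, normalized to positive control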;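 note: 100% = tunicamycin at 10 µg/mL and 0% = DMSO alone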
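Test system: CHO CHOP reporter cells. Input: 500 CHO-CHOP cells per well. Medium: F12 with 10% FBS. Technique: luciferase luminescence. Measure: percent activation relative to tunicamycin control. Dosing: 10 µM compound, 0.5% DMSO. Timing: 16-18 h cell attachment, then 6 h compound exposure, 37 °C.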
tim23-1 inh: inhibits growth of tim23-1 mutant yeast; S. cerevisiae tim23-1 growth, BacTiter-Glo luminescence, 24 h; inhibition, % at 20 µM; 1.3% of 330,000 active;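 active = growth inhibition of the mutant yeast at or above 50%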;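 note: temperature-sensitive mutant grown at 25 °C; plate controls were DMSO-treated mutant yeast for no effect and medium wells lacking yeast for full effect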
Mdm2-MdmX inh: human Mdm2/MdmX binding inhibition. SaOS-2 split-luciferase Mdm2/MdmX complementation, luminescence. inhibition, % at 8 µM. 3% of 330,000 active;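 active = inhibition of at least 50% at 8 µM in the primary screen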
Target sequence (O15151 whole entry, looked up): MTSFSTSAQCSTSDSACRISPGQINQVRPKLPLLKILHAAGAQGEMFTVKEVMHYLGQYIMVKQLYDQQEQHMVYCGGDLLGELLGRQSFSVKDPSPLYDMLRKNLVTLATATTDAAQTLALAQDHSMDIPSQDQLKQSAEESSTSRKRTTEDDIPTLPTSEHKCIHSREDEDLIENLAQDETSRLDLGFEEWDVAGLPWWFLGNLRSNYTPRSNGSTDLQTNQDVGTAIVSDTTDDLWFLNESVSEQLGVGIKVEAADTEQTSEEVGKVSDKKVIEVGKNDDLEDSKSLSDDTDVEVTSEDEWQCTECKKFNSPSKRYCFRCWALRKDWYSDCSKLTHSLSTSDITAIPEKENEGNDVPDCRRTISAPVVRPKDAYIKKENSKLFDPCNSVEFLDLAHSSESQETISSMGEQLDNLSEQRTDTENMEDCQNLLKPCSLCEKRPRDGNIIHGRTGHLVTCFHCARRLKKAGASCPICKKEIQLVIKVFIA
Target sequence (Q00987 whole entry, looked up): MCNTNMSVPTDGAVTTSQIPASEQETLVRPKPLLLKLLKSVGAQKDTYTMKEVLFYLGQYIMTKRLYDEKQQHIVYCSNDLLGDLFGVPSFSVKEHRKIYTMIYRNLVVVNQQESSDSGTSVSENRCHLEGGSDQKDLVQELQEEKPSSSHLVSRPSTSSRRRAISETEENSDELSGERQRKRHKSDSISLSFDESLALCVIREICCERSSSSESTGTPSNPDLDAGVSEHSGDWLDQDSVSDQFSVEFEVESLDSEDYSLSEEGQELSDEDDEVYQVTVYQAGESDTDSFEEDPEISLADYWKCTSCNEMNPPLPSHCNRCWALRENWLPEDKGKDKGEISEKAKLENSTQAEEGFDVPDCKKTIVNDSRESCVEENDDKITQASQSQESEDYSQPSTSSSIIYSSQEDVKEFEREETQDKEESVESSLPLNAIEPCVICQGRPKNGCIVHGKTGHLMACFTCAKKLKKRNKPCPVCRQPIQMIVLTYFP
XBP1 UPR activ: activators of adaptive arm of unfolded protein response (XBP1); CHO-XBP1 luciferase reporter, IRE1-XBP1 UPR activation, luminescence; percent of tunicamycin response, DMSO as zero; activation, % at 20 µM; 0.33% of 330,000 active; AID 463104;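 active = versus positive control, 20 µM dose yields 30% or more activation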;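 note: 100% = tunicamycin at 10 µg/mL and 0% = DMSO only wells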
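Material: CHO cell line with stable XBP1 luciferase reporter; schedule: 16-18 h cell attachment at 37 °C, then 6 h compound exposure; signal: glow luminescence from Steady-Glo reagent; medium: serum-containing F12 medium, 10% FBS; benchmarks: tunicamycin 10 µg/mL and vehicle-only wells; read-out: percent activation relative to tunicamycin reference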
697 NFkB inh: lowers PMA/ionomycin-induced NF-kB signal in 697 B cells; 697 B-cell NF-kB luciferase reporter, 16 h; inhibition, % at 4 µM; 0.33% of 330,000 active; in the data active = inhibition above about 35%
tim10-1 inh: inhibits growth of tim10-1 mutant yeast; inhibition, % at 20 µM; S. cerevisiae tim10-1 ts strain growth, BacTiter-Glo, 24 h; 2.2% of 330,000 active;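 active = inhibition of at least 40%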;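 note: mutant grown at 25 °C; 0% = DMSO wells with yeast and 100% = wells holding no yeast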
TIM10 inh: TIM10 yeast growth inhibition | S. cerevisiae TIM10 strain growth, BacTiter-Glo luminescence, 24 h | inhibition, % at 10 µM | 1.4% of 330,000 active;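 active = inhibition of 40% or more at the single tested concentration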;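 note: wild-type TIM10 isogenic control strain grown at permissive 25 °C; 0% = DMSO yeast wells and 100% = minimal medium wells without yeast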
Jurkat NFkB inh: lowers PMA/ionomycin-induced NF-kB signal in Jurkat cells; 0.53% of 330,000 active; PMA/ionomycin-induced NF-kB luciferase reporter, luminescence; inhibition, % at 4 µM; in the data active = inhibition above about 50%
Numbers without * were called inactive.

SMILES | UPR CHOP act | tim23-1 inh | Mdm2-MdmX inh | XBP1 UPR activ | 697 NFkB inh | tim10-1 inh | TIM10 inh | Jurkat NFkB inh
COc1ccc(CCNC2CCc3ccccc3C2)cc1 (centres undefined) | 0.5 | -11.5 | -1.8 | -3.1 | -13.6 | -9.2 | -6.3 | 1.9
Cc1cccc(CSc2nc3c(c(=O)[nH]2)CCCC3)c1 | 6.0 | -1.0 | 26.2 | -1.0 | 5.8 | 16.1 | -22.0 | 1.6
Nc1nnc(SCC(=O)NNC(=O)c2ccccc2F)s1 | 1.4 | 7.5 | -14.2 | 1.2 | 4.8 | 4.4 | -5.2 | 7.4
COc1cc(C)c(S(=O)(=O)NCc2ccc3c(c2)OCO3)cc1C | 1.1 | 17.5 | 16.6 | -0.7 | 3.6 | 9.2 | -4.1 | 12.5
COC(=O)c1ccccc1NC(=O)CN(c1c(C)cccc1C)S(C)(=O)=O | 1.4 | 27.2 | 4.3 | -1.7 | 2.2 | 26.4 | 8.5 | 5.6
COc1ccc(/C(N)=N/OC(=O)Cc2ccc(C)cc2)cc1 | 1.3 | 21.5 | -81.3 | 0.0 | -18.8 | 22.6 | 6.2 | -4.6
CCOc1ccc(CCNC(=O)CN(C)S(=O)(=O)c2ccc3c(c2)CCC(=O)N3)cc1OCC | 0.4 | -12.1 | 2.7 | 0.7 | -5.5 | -4.0 | 0.5 | 14.6
COc1ccc(CNC(=O)COc2ccc(Br)c(C)c2)cc1 | -0.2 | 11.0 | -3.8 | -2.8 | 0.4 | 3.6 | 6.7 | -15.9
COc1ccc(N(C(=O)CCC(=O)Nc2cc(C)on2)C(C(=O)NC2CCCC2)c2ccco2)cc1 (centres undefined) | -1.3 | 20.9 | 8.5 | 0.9 | 10.6 | 23.4 | 4.9 | -16.6
Cc1cccc2cc(C#N)c(NCCNC(=O)COc3ccccc3)nc12 | 4.4 | 4.8 | 10.9 | -0.4 | -2.9 | 13.9 | 23.5 | 6.0
Nn1c(SCC(=O)Nc2ccc3c(c2)OCCO3)nnc1-c1ccccn1 | 1.2 | 1.0 | 1.1 | -1.5 | -41.0 | -0.3 | -5.5 | -27.2
CCOC(=O)c1c(NC(=O)CCN2C(=O)c3cccc([N+](=O)[O-])c3C2=O)sc(C(=O)OC(C)C)c1C | 0.7 | 10.5 | 18.0 | -1.1 | 13.6 | 7.5 | -6.2 | -3.3
O=C(COC(=O)c1ccc(Cl)nc1)NCc1ccc(F)cc1 | 0.9 | 12.1 | 10.8 | 1.2 | 4.2 | 8.3 | 6.8 | 6.7
CC1(C)Cc2c(sc3nc(N/N=C/c4ccccc4)[nH]c(=O)c23)CO1 | 3.4 | -0.1 | 8.2 | 11.3 | -26.7 | 12.7 | -1.2 | -26.6
CCOC(=O)c1sc(=NC(=O)c2ccc(Br)cc2)n(C)c1C | 4.8 | -17.6 | 4.0 | -0.6 | -27.6 | 0.7 | 7.7 | -42.3
O=C(Nc1ccc(-c2nc3ccc(NC(=O)c4cccs4)cc3[nH]2)cc1)c1cccs1 | 0.6 | -18.2 | 94.5* | -0.3 | -131.8 | -32.4 | -25.6 | 91.0*
Cc1c(C)c(C)c(S(=O)(=O)N2CCNCC2)c(C)c1C | -1.4 | 13.6 | 12.0 | -1.3 | 7.3 | 4.9 | -8.4 | 23.2
O=C(Nc1ncc(S(=O)(=O)c2ccc([N+](=O)[O-])cc2)s1)c1ccccc1F | -0.2 | 3.4 | -7.1 | 0.2 | -22.7 | 11.5 | -15.2 | -4.5
Cc1ccc(CNC(=O)C2CCCN(Cc3cnn(-c4ccccc4)c3-n3cccc3)C2)cc1 (centres undefined) | 0.3 | 22.4 | 21.5 | -0.9 | -0.2 | 24.4 | 19.5 | 12.0
CC(=O)N1CC=CC1(CC(C)C)C(=O)NCCc1c[nH]c2ccccc12 (centres undefined) | -1.8 | -0.8 | -6.9 | 2.1 | -20.4 | 17.2 | -5.8 | -6.0
O=C(COC(=O)c1ccc(Cl)nc1)NCCNC(=O)COC(=O)c1ccc(Cl)nc1 | 3.1 | 18.4 | 9.5 | -3.0 | 18.4 | -2.2 | -5.0 | -0.7
COc1ccc(/C=N/c2c(-c3ccco3)nc3ccccn23)cc1OC | 0.7 | 27.9 | -4.3 | 4.7 | 8.8 | 14.5 | 10.4 | -3.7
Cc1c(NC(=O)c2ccc(-c3cccc([N+](=O)[O-])c3)o2)c(=O)n(-c2ccccc2)n1C | 0.3 | 11.3 | -0.5 | -2.0 | 0.8 | 7.9 | -1.8 | -3.8
COc1cc(NC(=O)CN(c2ccc(C)cc2)S(=O)(=O)c2c(C)n[nH]c2C)cc(OC)c1 | 0.5 | 9.0 | -8.8 | -1.6 | -7.1 | 10.5 | 20.4 | 7.3
COc1ccc(CN(C)C(=O)COC(=O)c2c(-c3ccccc3Cl)noc2C)cc1 | 0.0 | 22.6 | 1.3 | -1.0 | -11.9 | 32.0 | 3.6 | 9.2
CC(C)CC(=O)Nc1ccc(C(=O)COC(=O)C2CCC2)cc1 | 1.7 | 13.5 | 25.2 | 1.4 | 3.0 | 20.5 | 5.4 | -7.5
Cc1n[nH]c(C)c1CCN(C)C(=O)C1CCC(=O)N(CC2CCCCC2)C1 (centres undefined) | 2.0 | 10.1 | 16.5 | -3.3 | 2.2 | 10.2 | 1.8 | 3.5
CN(Cc1ccccc1)C(=O)c1c[nH]c2ccc(S(=O)(=O)N3CCOCC3)cc2c1=O | 1.1 | 3.1 | -19.9 | -2.0 | -1.9 | 9.9 | 3.6 | 6.3
Cc1nc(C(=O)NCCC(C)C)sc1C1(C)CC(c2cccc([N+](=O)[O-])c2)=NO1 (centres undefined) | -0.4 | -4.6 | 46.5 | -3.6 | 15.7 | 7.4 | -9.9 | -0.6
COc1cccc(NC(=O)CSCC(=O)Nc2ccccc2)c1 | 0.6 | 11.1 | 18.6 | -3.0 | 9.2 | 10.8 | 8.4 | -5.4

Five compounds out of the list, ordered by count of non-hydrogen atoms, highest first:
SMILES | UPR CHOP act | tim23-1 inh | Mdm2-MdmX inh | XBP1 UPR activ | 697 NFkB inh | tim10-1 inh | TIM10 inh | Jurkat NFkB inh
Cc1ccc(CNC(=O)C2CCCN(Cc3cnn(-c4ccccc4)c3-n3cccc3)C2)cc1 (centres undefined) | 0.3 | 22.4 | 21.5 | -0.9 | -0.2 | 24.4 | 19.5 | 12.0
COc1cc(NC(=O)CN(c2ccc(C)cc2)S(=O)(=O)c2c(C)n[nH]c2C)cc(OC)c1 | 0.5 | 9.0 | -8.8 | -1.6 | -7.1 | 10.5 | 20.4 | 7.3
O=C(Nc1ccc(-c2nc3ccc(NC(=O)c4cccs4)cc3[nH]2)cc1)c1cccs1 | 0.6 | -18.2 | 94.5* | -0.3 | -131.8 | -32.4 | -25.6 | 91.0*
Cc1nc(C(=O)NCCC(C)C)sc1C1(C)CC(c2cccc([N+](=O)[O-])c2)=NO1 (centres undefined) | -0.4 | -4.6 | 46.5 | -3.6 | 15.7 | 7.4 | -9.9 | -0.6
COc1ccc(/C=N/c2c(-c3ccco3)nc3ccccn23)cc1OC | 0.7 | 27.9 | -4.3 | 4.7 | 8.8 | 14.5 | 10.4 | -3.7

The results go on.
SMILES | UPR CHOP act | tim23-1 inh | Mdm2-MdmX inh | XBP1 UPR activ | 697 NFkB inh | tim10-1 inh | TIM10 inh | Jurkat NFkB inh
CCc1nn(CC(=O)Nc2ccc(Br)c(C)c2)c(=N)s1 | -0.8 | 4.4 | 10.5 | 3.3 | 12.8 | 10.0 | 10.9 | 13.7
CC(Cn1cncn1)NC(=O)c1cc(COc2cccc(C(F)(F)F)c2)on1 (centres undefined) | 2.1 | 2.7 | 3.3 | -2.9 | -4.9 | 3.0 | 7.0 | 9.4
Nc1nnc(SCn2nnc3ccccc3c2=O)s1 | 1.2 | -5.3 | 12.8 | -1.8 | 6.9 | 9.7 | -0.4 | -3.0
COc1ccc(/C(C)=N/NC(=O)c2cc(C)[nH]n2)c(OC)c1 | 0.1 | 8.7 | -15.3 | 2.7 | -6.4 | 10.2 | -13.9 | -12.5
Cc1ccc(COC(=O)c2ccc3ccccc3n2)cc1 | 8.5 | 12.1 | -27.8 | 1.2 | 11.0 | 5.1 | 9.6 | 18.0
O=C(CSc1nc2ccsc2c(=O)n1CC1CCC(C(=O)O)CC1)NCCc1ccc(Cl)cc1 (centres undefined) | 1.3 | 19.0 | 17.8 | -3.3 | 12.2 | 25.1 | 4.0 | 3.4
CCN(CC(=O)Nc1ccccc1OC)C(=O)CSCC(=O)Nc1ccc(OC)cc1 | 0.2 | -2.0 | 8.2 | -0.4 | 14.7 | 1.1 | 3.5 | 0.8
CCCN1CCc2c(sc(NC(=O)Cc3ccc(F)cc3)c2C(N)=O)C1 | -0.4 | 10.8 | -4.2 | -1.9 | -0.9 | 11.2 | 12.1 | 8.9
CCn1c(=O)cc(N2CCN(Cc3ccccc3)CC2)[nH]c1=O | -0.6 | 7.2 | -9.6 | 0.1 | 0.1 | 10.9 | 0.6 | 8.2
NNC(=O)/C(=C\c1cccs1)NC(=O)c1ccccc1 | 3.7 | 3.2 | 5.6 | -1.4 | -2.9 | 7.5 | 13.3 | -7.5
CC(C)=NOc1nc(N(C)C)nc(N(C)C)n1 | 2.1 | -0.5 | -23.3 | -0.9 | -22.2 | 0.0 | 13.5 | 11.8
Cn1c(Sc2ccc(C(F)(F)F)cc2[N+](=O)[O-])nnc1-c1ccccc1 | 2.9 | 7.9 | 13.8 | -1.0 | -10.7 | 18.9 | -3.9 | 6.9
COc1cccc(CN(C)C(=O)CNC(=O)c2cccs2)c1OC | 1.2 | -7.9 | 8.9 | 25.2 | 24.4 | 16.5 | 4.2 | 3.6
C/C(=N\NC(=S)NCCc1ccccc1)c1cccs1 | 2.0 | 51.4* | 3.6 | -1.1 | -1.9 | 39.4 | 41.2* | -0.7
CCCCN(C)C(=O)C1CCC(=O)N(c2cc(OC)c(OC)c(OC)c2)C1c1ccc(OC)cc1 (centres undefined) | 1.1 | 22.1 | 15.9 | -0.4 | 11.3 | 11.1 | 14.9 | -1.2
O=C1NC(=O)C(CC(=O)N(Cc2cccs2)C2(C(=O)NC3CCCCC3)CCCCC2)N1 (centres undefined) | 1.1 | 12.8 | 21.3 | 0.8 | 19.1 | 0.2 | 6.7 | -18.0
CC(C)Cn1c(N)c(C(=O)COC(=O)[C@H](C)NC(=O)c2ccccc2Cl)c(=O)n(C)c1=O | -0.7 | -13.4 | 18.6 | -4.2 | 0.9 | -0.7 | -9.8 | 12.8
COc1ccc2oc(C(=O)OCC(=O)N(Cc3ccccc3)C(C)(C)C)c(C)c2c1 | 2.2 | 31.0 | 31.8 | -2.8 | -17.5 | -0.6 | -5.6 | -2.0
CCN(CC)C(=O)N1CCN(S(=O)(=O)c2c(C)cc(C)cc2C)CC1 | -2.6 | 37.9 | 21.4 | -0.6 | 4.0 | 28.3 | 40.4* | -0.4
COc1ccc(N2CCN(C(c3nnnn3C3CCCC3)C(C)C)CC2)cc1 (centres undefined) | 0.6 | 12.3 | -31.4 | -2.0 | -0.2 | -2.8 | 9.4 | -0.7
O=C(CSc1nnc(-c2cccnc2)o1)Nc1ccc(Cl)cc1 | 1.3 | 6.9 | -18.8 | 0.5 | 1.1 | 8.7 | 1.5 | -11.2
COC(=O)c1ccc[n+](CC(=O)Nc2ccc(OC(F)F)cc2)c1 | 1.5 | -18.6 | 0.5 | -3.8 | -7.2 | -13.4 | -4.8 | 7.2
CCOC(=O)/C(=C/c1cn(C)c2ccccc12)NC(=O)c1ccccc1 | 0.0 | 9.5 | 5.0 | -2.6 | 11.6 | 16.3 | 18.2 | 5.7
Cc1cc(C)c2c(=O)n(CC(=O)NCCCN3CCOCC3)sc2n1 | -0.3 | 0.8 | -8.1 | 0.7 | -10.4 | 25.0 | 1.5 | 11.4
COc1ccc(NC(=S)N(CCC(C)C)C2CCN(C(C)=O)CC2)cc1 | -0.8 | 8.0 | 23.1 | -6.9 | 4.8 | 2.2 | 3.7 | -8.2
